p53ts 32C tox = cytotoxicity in p53ts cells at permissive temperature; 130,000 compounds, 0.93% hits; H1299-p53A138V at 32C, ATP luminescence viability, 24 h; Potency, µM (doses to about 46.1 µM), for the others: at the highest dose activity change, negative = cytotoxicity, usual class: cytotoxic;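 note: 0% = DMSO and -100% = full killing by reference compound; nearly all actives have a fitted effect of over 55% in size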
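ATP-content luminescence (ATPlite) read-out after 24 h compound exposure at 32C in H1299-p53A138V cells (600/well). Tested up to 46 uM. Normalized to DMSO (0%) and 100 uM tamoxifen (100% killing); Hill-fit AC50.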
IkB sig inh = suppresses IkB signaling in ABC-DLBCL reporter cells. AID 445. ABC-DLBCL IkBa-CBG/CBR dual luciferase ratio, 4 h; response scale: scaled: untreated 0%, proteasome inhibitor 100%. Potency, µM (titrated, usually from 57.1 µM), inactives show top-dose IkBa stabilization activation. 110,000 compounds, 0.04% hits; active = well fitted curve in the direction sought with a large enough effect in the signal ratio, not every such curve was filed as active; inconclusive = small, poorly fitted or top-dose-only effect, or a change in a side signal; the % refers to the signal ratio;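 note: the direction sought is a rising ratio; 0% = basal untreated cells and 100% = reference inhibitor full response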
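Luminescence ratio of IκBα-fused green versus native red beetle luciferase in OCI-Ly3 cells, 4 h post-doxycycline with compound; red signal alone, scaled from basal (0%) to zero light (-100%), flagged nonspecific or cytotoxic effects.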
p53ts 39C tox = p53ts cell cytotoxicity, nonpermissive temperature. H1299-p53A138V viability at 39C, ATP luminescence, 24 h. Potency, µM (highest dose often 46.1 µM), without a hit: top-dose activity change, negative = cell killing, most hits filed as cytotoxic. 130,000 compounds, 1.5% hits. AID 902; note: nearly all actives have a fitted effect of over 55% in size
Peg3 imprint = genomic imprint erasure induction; 110,000 compounds, 0.02% hits; mouse ES Peg3-LacZ reporter, beta-gal luminescence, 40 h; AID 1948; Potency, µM (top dose mostly 60.7 µM), inactives show top-dose activity change, positive = activation, hits mostly activators;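 note: 0% = negative control wells on the plate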
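Gelatin-coated wells received 300 freshly trypsinized female ES cells with a Peg3LacZ-Neo reporter on the maternal allele, then incubated 40 hours at 37C. BetaGlo was added for 5 minutes at room temperature before a single luminescence read.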
* hit, by the source's call; ? = inconclusive; / = not tested or not shown; [ ] = another dose, or the depositor's remark. Unless noted, calls come from the whole dose curve; as a rule, active = well fitted curve in the direction sought with a large enough effect; inconclusive = small, poorly fitted or top-dose-only effect, or another doubt; inactive = no such curve, though single readings can be large; an effect the other way counts as inactive or inconclusive. Unless noted, % is set by controls: 0 for no effect and ±100 for the full control effect; potency is the fitted concentration of half-maximal effect.

Fields – IkB sig inh	p53ts 32C tox	p53ts 39C tox	Peg3 imprint
CCC(=O)c1ccccc1OCCN1C(=O)NC(C)(C)C1=O
    -2.3%	3%	2%	-12%
CCOc1cccc(C(=O)Nc2ccccc2OC(F)F)c1
    -0.3%	8%	11%	-5%
CC(NC(=O)CC12CC3CC(CC(C3)C1)C2)C(=O)O (stereo unspecified)
    -1.0%	2%	-1%	22%
CCOC(=O)NC(=O)CSc1nc(C)cc(C)c1C#N
    -2.4%	5µM*	6.3µM*	/
COc1ccc(CNC(=O)C(C)N2Cc3ccccc3C2=O)cc1 (stereo unspecified)
    -0.6%	-13%	-2%	-19%[10.9 µM]
O=C(COc1ccc(F)cc1)NCc1ccc2c(c1)CCN2C(=O)c1ccc(F)cc1
    ?	-2%	?	-6%[10.9 µM]
CC(C)c1ccc(NC(=O)Cn2nnc(C(=O)NCc3ccc4c(c3)OCO4)c2N)cc1
    -0.8%	-6%	11%	14%[10.9 µM]
CN(C)CCCN(C(=O)CCc1ccccc1)c1nc2ccc(F)cc2s1
    /	-10%	-4%	/
CCOC(=O)N1CCN(Cc2cccs2)CC1
    -1.0%	-15%	5%	-1%
CCC/C=C(\CCC)C(NC(=O)C(C)(C)C)c1ccc(C(=O)OC)cc1 (stereo unspecified)
    /	2%	6%	-22%
CC(C)c1ccc(OCC(=O)N(Cc2cccs2)C2CCS(=O)(=O)C2)cc1 (stereo unspecified)
    ?	-2%	-11%	-3%[10.9 µM]
O=C(Nc1ccc2c(c1)OCO2)c1cccc2c1C(=O)N(C1CCCCC1)C2
    -1.6%	3%	-3%	3%
O=C(Cn1nc(-c2ccccc2)c2ccccc2c1=O)Nc1ccc2c(c1)nc1n2CCOC1
    9.5%	2%	1%	1%
COc1cccc(-n2ccnc2SCC(=O)Nc2cccc3ccccc23)c1
    4.4%	1%	-17%	10%[10.9 µM]
CC1CCN(CCCNC(=O)c2cn(C)c3ccc(S(=O)(=O)N4CCCC4)cc3c2=O)CC1
    0.5%	0%	15%	-6%
COc1ccc(S(=O)(=O)N(C)CC(=O)NCCC2=CCCCC2)cc1
    1.1%	4%	-12%	-9%
c1ccc(-c2csc3ncnc(NCCN4CCOCC4)c23)cc1
    -4.2%	2%	5%	-25%
Cc1c(C(=O)NCc2ccccc2Cl)sc2ncnc(N(C)C3CCCCC3)c12
    -1.9%	21%	-5%	-14%[10.9 µM]
Cc1ccc(C)c(Cn2c(=O)n(CCCC(=O)NCCc3ccc(Cl)cc3)c(=O)c3ccccc32)c1
    3.3%	-29%	?	-15%[10.9 µM]
Cc1nn(C)cc1C(N)=O
    0.7%	-1%	-2%	-10%
Cc1cc(C)n(-c2nc3ccccc3c(=O)n2OCC(=O)OCc2ccccc2)n1
    ?	3%	?	-68%[inhibitor]
CCOC(=O)N1CCN(C(=O)CN(c2cc(C(F)(F)F)ccc2Cl)S(C)(=O)=O)CC1
    1.5%	2%	12%	-11%
O=C(NCCC1=CCCCC1)C1COc2ccccc2O1 (stereo unspecified)
    0.3%	6%	-5%	-6%
COc1cccc(CNC(=O)CC(c2ccc(C)cc2)N2Cc3ccccc3C2=O)c1 (stereo unspecified)
    0.1%	11%	-11%	18%[10.9 µM]
Cc1ccc(C)c2[nH]c(=O)c(CN(Cc3ccco3)C(=O)Nc3ccccc3)cc12
    ?	-5%	-7%	-20%
COCCCN(Cc1ccco1)C(=O)c1cc2c(s1)-c1ccccc1OC2
    ?	-2%	?	-9%[10.9 µM]
Cc1ccc(NC(=O)c2ccc(=O)n(CC(=O)Nc3cccc(C)c3)n2)cc1
    3.2%	-9%	-11%	-15%[10.9 µM]
Cc1ccc2oc(=O)c3cnn(CC(=O)N4CCN(c5ccc(F)cc5)CC4)c3c2c1
    17%	-19%	-20%	9%[10.9 µM]
COc1ccc2[nH]cc(CCNc3ncncc3-c3cccnc3)c2c1
    0.1%[11.4 µM]	8%	10%	-11%
Cc1nc(N2CCCC2)c2c(C(=O)Nc3ccc(Br)cc3F)c(C)oc2n1
    ?	1%	-5%	3%[10.9 µM]
Cc1csc(NC(=O)CSc2nnc3ncccn23)n1
    -0.5%	-3%	-7%	-8%
CCCc1ccc(-c2ccc(C(=O)O)cc2)nc1
    ?	?	-28%	-87%[inhibitor]
COc1ccc(-n2c(SCC(=O)c3c(N)n(C)c(=O)n(C)c3=O)nc3ccccc32)cc1
    1.2%	6%	6%	3%
Cc1onc(-c2ccccc2)c1C(=O)Nc1nc2c(s1)CCCC2
    0.5%	3%	22%	-12%
Oc1cccc(Nc2ncnc3sc4c(c23)CCCC4)c1
    ?	24%	19%	4%[10.9 µM]
O=C(Nc1ccc(-c2nnc(-c3ccccc3)o2)cc1)C(F)(F)F
    /	-25%	?	/
O=C1CN(CC(=O)N2CCOCC2)c2ccccc2O1
    ?	?	-3%	-2%
O=C(CSc1nc2ccccc2o1)N1CCN(C(=O)c2ccco2)CC1
    -0.4%	3%	-2%	-2%
Cn1c(C(=O)NCC2CCCO2)cc2oc3ccccc3c21 (stereo unspecified)
    /	-22%	-15%	/
CCOC(=O)c1cnn(-c2cc(C)c3cc(C)cc(C)c3n2)c1N
    -1.3%	-2%	-2%	-3%
CC(=O)N1CCN(c2ccc(Oc3nnnn3-c3ccccc3)cc2)CC1
    1.3%	4%	-18%	-16%
CCC(=O)Nc1ccc2c(c1)ncn2-c1ccccc1OC
    ?	4%	-5%	-9%
Cc1ccc(N)cc1O
    2.1%	7%[1.84 µM]	1%	-4%
CCOc1ccc(NC(=O)C2CCC(CNS(=O)(=O)c3ccc(Br)s3)CC2)cc1 (stereo unspecified)
    -0.2%	4%	-1%	3%[10.9 µM]
Cc1ccc(N2CCN(C(=O)c3nn(C)c4c3CSc3ccccc3-4)CC2C)cc1 (stereo unspecified)
    -0.4%	5%	1%	-7%[10.9 µM]

Among those listed so far, these have a Cl atom:
Fields – IkB sig inh	p53ts 32C tox	p53ts 39C tox	Peg3 imprint
Cc1c(C(=O)NCc2ccccc2Cl)sc2ncnc(N(C)C3CCCCC3)c12
    -1.9%	21%	-5%	-14%[10.9 µM]
Cc1ccc(C)c(Cn2c(=O)n(CCCC(=O)NCCc3ccc(Cl)cc3)c(=O)c3ccccc32)c1
    3.3%	-29%	?	-15%[10.9 µM]
CCOC(=O)N1CCN(C(=O)CN(c2cc(C(F)(F)F)ccc2Cl)S(C)(=O)=O)CC1
    1.5%	2%	12%	-11%

The listing continues.
Fields – IkB sig inh	p53ts 32C tox	p53ts 39C tox	Peg3 imprint
COCCNC(=O)CSc1nc2cc3c(cc2c(=O)n1Cc1ccc(C(=O)NCCc2ccc(OC)c(OC)c2)cc1)OCO3
    -0.2%	2%	-14%	-11%[10.9 µM]
O=C1CCC(C(=O)Nc2ccccc2)N1 (stereo unspecified)
    /	1%	7%	/
CCOC(=O)C1=C(C)NC2=C(C(=O)CC(C)(C)C2)C1c1coc2ccccc2c1=O (stereo unspecified)
    /	-15%	-10%	/
Clc1ccc(C2[C@H]3CN(Cc4ccc(-c5ccccc5)cc4)[C@H](c4ccccc4)C34CC2(c2cccnc2)C4)cn1 (stereo partly specified)
    /	10%	-1%	-16%
COc1ccccc1N(C(=O)c1ccco1)C(C(=O)NC1CCCC1)c1cccnc1 (stereo unspecified)
    1.3%	3%	20%	-18%
C=C(C)C(N)=O
    2.1%	3%[1.84 µM]	3%	-5%
Cc1ccccc1CS(=O)(=O)c1nnc([C@H](CC(C)C)NC(=O)OC(C)(C)C)o1
    ?	?	?	-31%[inhibitor]
O=C(c1cccc(C(=O)N2CCN(c3ccccc3F)CC2)n1)N1CCN(c2ccccc2F)CC1
    -0.2%	-1%	19%	-15%
CCCCn1c(=O)c2c(c3ccccc31)OCC(=O)N2
    -2.0%	0%	5%	3%
Cc1cc(C)c2c(n1)sc1c(N3CCOCC3)ncnc12
    -1.9%	7%	5%	-1%
Cc1cc(C)cc(NC(=O)CCCn2c3ccccc3c(=O)c3ccccc32)c1
    ?	?	?	-13%[10.9 µM]
CCOC(=O)N1CCN(CC(=O)Nc2ccc(C)cc2)CC1
    4.7%	1%	0%	-7%
CCOC(=O)c1c(C)[nH]c(C)c1S(=O)(=O)N1CCC(C(=O)Nc2ccc(C)c(Cl)c2)CC1
    1.2%	-11%	-21%	5%[10.9 µM]
O=C(Nc1ccc(F)cc1)N(Cc1ccco1)Cc1cc2cc3c(cc2[nH]c1=O)OCO3
    ?	-7%	-24%	-8%
Cc1cccc(NC(=O)CSCc2c(C)noc2C)c1C
    0.3%	4%	-10%	-2%

Sorted by molar mass (highest first): part of the list above
Fields – IkB sig inh	p53ts 32C tox	p53ts 39C tox	Peg3 imprint
COCCNC(=O)CSc1nc2cc3c(cc2c(=O)n1Cc1ccc(C(=O)NCCc2ccc(OC)c(OC)c2)cc1)OCO3
    -0.2%	2%	-14%	-11%[10.9 µM]
CCOC(=O)c1c(C)[nH]c(C)c1S(=O)(=O)N1CCC(C(=O)Nc2ccc(C)c(Cl)c2)CC1
    1.2%	-11%	-21%	5%[10.9 µM]
Cc1cc(C)cc(NC(=O)CCCn2c3ccccc3c(=O)c3ccccc32)c1
    ?	?	?	-13%[10.9 µM]
Cc1cc(C)c2c(n1)sc1c(N3CCOCC3)ncnc12
    -1.9%	7%	5%	-1%
CCCCn1c(=O)c2c(c3ccccc31)OCC(=O)N2
    -2.0%	0%	5%	3%

Next part.
Fields – IkB sig inh	p53ts 32C tox	p53ts 39C tox	Peg3 imprint
CN(c1ccc(C(=O)O)cc1)S(=O)(=O)c1ccccc1
    -0.6%	1%	-1%	-8%
Cc1ccc(-n2nc(C(=O)Nc3ccc(F)cc3Cl)c(=O)n(C)c2=O)cc1
    -0.3%	-7%	5%	-5%[10.9 µM]
CCn1cc(C(=O)NCCCOC)c(=O)c2cc(S(=O)(=O)N3CCc4ccccc4C3)ccc21
    -2.0%	1%	22%	9%[10.9 µM]
O=C(CN1C(=O)C2CC=CCC2C1=O)Nc1ccc(S(=O)(=O)NC2=NCCCCC2)cc1 (stereo unspecified)
    0.3%	1%	-5%	-2%
CC(=O)Oc1ccc2c(C)c(CC(C)O)c(=O)oc2c1 (stereo unspecified)
    4.3%	-9%	2%	-9%
C=CCNC(=O)C12CC3CC(C1)CC(C(=O)NCC=C)(C3)C2
    1.2%	-1%	-4%	6%
CCc1ccc(C2CC(c3cccc(OC)c3)n3nc(N)nc3N2)cc1 (stereo unspecified)
    -0.9%	-1%	-12%	-5%
CCOC(=O)C1CCN(S(=O)(=O)c2cccc(-c3cn4ccccc4n3)c2)CC1
    ?	1%	-6%	-20%
CCCCCCCC#Cc1ccccc1C(NC(=O)OC)C(C(=O)OC)C(=O)OC (stereo unspecified)
    /	2%[9.22 µM]	-5%[9.22 µM]	/
O=C(O)c1ccc2c(c1)C(=O)N(C(Cc1ccccc1)C(=O)O)C2=O (stereo unspecified)
    0.5%	-5%	-6%	-3%
Cc1ccc(CNC(=O)C2CCCN(S(=O)(=O)c3ccc4c(ccn4C)c3)C2)cc1 (stereo unspecified)
    ?	-8%	-6%	11%[10.9 µM]
Cn1cc(C(=O)c2ccccc2)cc1-c1nc2ccccc2n1C
    ?	3%	-7%	-13%
Cc1cccc(C)c1NC(=O)CN(C)S(=O)(=O)c1ccc2c(c1)n(C)c(=O)c(=O)n2C
    0.9%	-2%	4%	25%[10.9 µM]
CCC(C)(C)n1nnnc1CN1CCC(NC(=O)c2ccc(Br)cc2)CC1
    /	0%	21%	/
COc1ccc(NC(=O)CN2C(=O)C(C)Oc3ccccc32)cc1 (stereo unspecified)
    0.2%	-7%	12%	-13%
N#CCCN(CCC#N)c1nncs1
    -0.9%	-6%	-3%	0%
CCc1ccc(-c2cn3c(n2)sc2cc(C(=O)NCCc4ccc(OC)cc4OC)ccc23)cc1
    3.6%	3%	-3%	-4%[10.9 µM]
CCOC(=O)CSc1nc(-c2ccc(OCC)cc2)cc(C(F)(F)F)c1C#N
    -1.5%	-2%	1%	11%[10.9 µM]
COc1ccc(NC(=O)CSc2nnc(-c3ccccc3)n2Cc2ccco2)c(OC)c1
    0.0%	-1%	2%	-19%
CCCn1c(=NC(C)=O)c(C#N)cc2c(=O)n3cccc(C)c3nc21
    -1.5%	2%	-1%	10%
Cc1ccc(C)c(Nc2cc(C(=O)NCCCN(C)C3CCCCC3)c3ccccc3n2)c1
    ?	-9%	?	-12%[10.9 µM]

From PubChem
